Screens as filed in PubChem.
LRH-1 inv ag: suppresses constitutive activity of human LRH-1. O00482. 360,000 compounds, 0.13% hits. HEK293T StAR-luciferase reporter, LRH-1 transfected, 24 h. inhibition, % at 3.6 µM;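 active = inhibition above the mean inhibition of all tested compounds plus 3 SD, cut at about 73% in these data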;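 note: 0% = DMSO wells and 100% = reporter-only cells lacking LRH-1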
Target sequence (O00482 whole entry, looked up): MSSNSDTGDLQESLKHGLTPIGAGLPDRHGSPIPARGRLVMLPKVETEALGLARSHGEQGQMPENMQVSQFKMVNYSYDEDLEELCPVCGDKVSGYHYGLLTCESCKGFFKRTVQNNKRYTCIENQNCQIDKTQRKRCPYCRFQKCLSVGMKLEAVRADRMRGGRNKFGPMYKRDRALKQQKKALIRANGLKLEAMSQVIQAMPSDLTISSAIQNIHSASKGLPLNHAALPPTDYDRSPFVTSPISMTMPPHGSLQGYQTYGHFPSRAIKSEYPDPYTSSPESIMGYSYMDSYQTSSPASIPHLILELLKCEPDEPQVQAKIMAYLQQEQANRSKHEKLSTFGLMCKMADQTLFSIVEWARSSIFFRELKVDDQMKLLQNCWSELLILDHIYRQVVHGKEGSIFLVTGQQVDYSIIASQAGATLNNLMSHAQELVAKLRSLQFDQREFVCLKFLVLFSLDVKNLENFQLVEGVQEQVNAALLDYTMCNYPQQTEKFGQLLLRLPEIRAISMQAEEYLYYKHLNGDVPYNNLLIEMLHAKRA
NCOA1 inh: human NCOA1 inhibition; Q15788; HEK293 GAL4-SRC1 luciferase reporter, luminescence; inhibition, % at 3.6 µM; 360,000 compounds, 0.12% hits; AID 588354;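 active = inhibition above the campaign mean plus 3 SD, with each screening campaign given its own cutoff, cut at about 60% in these data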;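 note: 0% = DMSO treated cells and 100% = gossypol at 36 µM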
LMP1 NFkB inh: inhibitors of Epstein-Barr LMP1-induced NF-kappaB reporter; 350,000 compounds, 0.69% hits; inhibition, % at 12.5 µM; AID 504558; LMP1-induced NF-kappaB luciferase reporter cells, luminescence; in the data active = inhibition above about 41%;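 note: 0% = neutral control wells and 100% = reference inhibitor control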
TROY NFkB inh: blocks TROY-dependent signaling in reporter cells. Q293 LMP1-TROYcd NF-kB luciferase reporter, 4 h. 360,000 compounds, 0.98% hits. inhibition, % at 10 µM. AID 1347056;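 active = compounds whose plate-normalised and pattern-corrected inhibition of the luciferase reporter signal at the single screening dose is 50% or more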
CF NFkB block: inhibitors of cystic fibrosis induced NF-kB; KKLEB NF-kB-GFP reporter, PAF-induced, GFP fluorescence overnight; inhibition, % at 5 µM; 360,000 compounds, 0.86% hits; AID 588850;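 active = at least 50% inhibition at 5 µM, scaled per plate between neutral and stimulator controls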;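 note: PAF is a Pseudomonas aeruginosa culture filtrate used as stimulus; plate controls were PAF-stimulated DMSO wells for no effect and unstimulated DMSO wells for full effect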
NR2F2 inh: blocks human COUP-TFII nuclear receptor | P24468 | HEK293T NGFI-A luciferase reporter, luminescence | inhibition, % at 8.6 µM | 370,000 compounds, 0.7% hits | AID 686940;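 active = inhibition above a per-plate cutoff, mean inhibition of test wells between control levels plus 3 SD, cut at about 38% in these data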;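 note: cells cotransfected with COUP-TFII expression vector driving the NGFI-A reporter; 0% = median of COUP-TF2 test wells and 100% = reporter-only cells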
Target sequence (P24468 whole entry, looked up): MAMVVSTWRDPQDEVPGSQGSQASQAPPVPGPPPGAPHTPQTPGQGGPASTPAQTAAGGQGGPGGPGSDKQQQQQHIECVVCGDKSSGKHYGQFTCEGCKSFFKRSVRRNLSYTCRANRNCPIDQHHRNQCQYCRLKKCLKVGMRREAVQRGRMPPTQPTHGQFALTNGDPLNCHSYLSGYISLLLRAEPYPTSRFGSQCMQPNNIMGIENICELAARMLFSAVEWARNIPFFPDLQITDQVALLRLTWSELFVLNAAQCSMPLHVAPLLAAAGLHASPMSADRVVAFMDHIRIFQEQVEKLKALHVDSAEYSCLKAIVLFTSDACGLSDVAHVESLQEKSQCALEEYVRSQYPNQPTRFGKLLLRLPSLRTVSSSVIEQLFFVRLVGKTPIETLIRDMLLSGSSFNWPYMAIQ
TWEAK-Fn14 inh: blocks TWEAK-Fn14 interaction in a reporter cell assay; TWEAK-stimulated Fn14 reporter cells, luciferase luminescence, 8 h; inhibition, % at 10 µM; 360,000 compounds, 2% hits; in the data active = inhibition above about 50%
KKLEB tox: CF airway cell cytotoxicity counter-screen; activity change (cytotoxicity), % at 5 µM; KKLEB CF airway cells viability, ATPlite luminescence, overnight; stronger effect = lower value; cells stimulated with P. aeruginosa culture filtrate; 360,000 compounds, 0.36% hits;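 active = corrected activity change at or below -50% at 5 µM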
Shn3 inh set2: reduces Shn3 3'UTR luciferase signal in osteoblasts | Clone20 osteoblast Shn3 3'UTR firefly luciferase, 24 h | inhibition, % at 12.5 µM | 360,000 compounds, 0.52% hits | AID 588674;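 active = mean inhibition of at least 75% with every replicate also reaching 75%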;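 note: 0% = median of neutral control wells and 100% = pilot-screen positive control compound; some compounds past the cut are filed as inactive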
TRAIL sens C8: caspase-8 TRAIL sensitization; NB7+C8 cells + TRAIL, ATPlite viability luminescence; inhibition (viability loss, TRAIL sensitization), % at 10 µM; 360,000 compounds, 1% hits;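 active = compounds causing at least 50% loss of cell viability in the single-dose screen, relative to plate controls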
NCOA3 inh: inhibits human SRC3 coactivator; HEK293 GAL4-SRC3 luciferase reporter, luminescence; inhibition, % at 3.6 µM; 360,000 compounds, 0.17% hits; AID 588352;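 active = inhibition above a per-campaign cutoff, the mean of all compounds plus 3 SD, cut at about 60% in these data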;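 note: 0% = DMSO-treated cells and 100% = gossypol-treated cells at 36 µM; higher means less SRC3-driven luciferase light from the GAL4 reporter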
* = called active by the depositor; / = not tested or not shown. A portion of the library, so the mix of outcomes need not match the whole.

SMILES	LRH-1 inv ag	NCOA1 inh	LMP1 NFkB inh	TROY NFkB inh	CF NFkB block	NR2F2 inh	TWEAK-Fn14 inh	KKLEB tox	Shn3 inh set2	TRAIL sens C8	NCOA3 inh
S=C1NC[C@H](c2ccccc2)N1CCCCC1CCCCC1	15	-3	-5	-10	-13	17	-10	-10	16	1	-8
O=C(/C=C/c1ccccc1)NC(NC(=S)Nc1cc(Cl)ccc1Cl)C(Cl)(Cl)Cl (stereo not drawn)	3	-20	4	1	10	-9	20	4	-4	-1	10
O=C(CSc1nnc2ccccn12)NC(=O)c1ccccc1	2	-31	0	-11	21	-11	5	0	5	-6	12
CC(C)OC(=O)c1cc(C(=O)c2cc(Cl)ccc2O)coc1=N	-7	-6	0	5	11	11	-3	5	1	0	-2
O=C(COC(=O)c1ccncc1)NCc1ccccc1	-7	-13	1	2	-2	12	-4	6	0	-8	-3
CN(Cc1ccccc1Br)C(=O)CSc1nnnn1C1CC1	10	-15	-3	12	6	-16	12	1	-2	14	4
CCN(CC)C(=O)c1ccc(-c2ccccc2)cc1	-35	2	-4	-20	-9	-9	-1	6	-16	11	10
CCOC(=O)CCC(=O)Nc1cc(S(=O)(=O)N2CCOCC2)ccc1N1CCCCC1	-14	-10	0	8	-24	11	1	2	-3	-3	-8
CC(=O)Nc1ccc(C(=O)Nc2cccc(S(=O)(=O)NC3=NCCC3)c2)cc1	-14	-20	8	9	4	-6	-2	-3	1	-7	0
Cc1oc2ccc(NS(=O)(=O)c3ccc(C(C)(C)C)cc3)cc2c1C(=O)Nc1ccccc1	-25	-21	4	9	-3	-13	9	6	24	9	4
COC(=O)c1ccc(CNC(=O)c2ccc(OC)c(S(=O)(=O)NC3CCCC3)c2)cc1	-7	-17	-1	-2	-13	-9	1	20	-13	12	1
Cc1cccc(N(C(=O)CNC(=O)c2ccco2)C(C(=O)NC2CCCC2)c2cccnc2)c1C (stereo not drawn)	10	9	7	22	-6	15	49	4	7	6	8
COc1ccc(/C=C(\NC(=O)c2ccc(OC)cc2)C(=O)Nc2cccc(C(=O)O)c2)cc1	-20	-14	3	-23	-4	6	-3	18	-23	4	-33
Cc1ccccc1C(=O)NCC(=O)OCC(=O)NNC(=O)c1ccccc1F	5	2	-1	-4	-12	4	-5	-3	-12	22	22
COc1ccc(N2C(=O)c3ccccc3NC23C(=O)N(C)c2ccccc23)cc1 (stereo not drawn)	-34	-36	-2	-37	-15	-1	-36	4	-27	-9	-44
CCCCN(C(=O)CN1C(=O)C2CCCCC2C1=O)c1c(N)n(CCCC)c(=O)[nH]c1=O (stereo not drawn)	-13	14	2	-5	12	-32	7	0	-10	-17	21
Cn1nnnc1Sc1ncnc2scc(-c3ccccc3Br)c12	-15	1	10	30	50	-17	39	-19	-4	-10	-21
COc1c(O[C@@H]2O[C@H](CO)[C@@H](O)[C@H](O)[C@H]2O)cc2c(c1OC)-c1ccc(SC)c(=O)cc1C(NC(C)=O)CC2 (stereo partly drawn)	18	3	-2	12	-15	-8	-29	20	-2	-14	-27
C=C(Cl)COc1ccc2c(C)cc(=O)oc2c1	-20	-35	-9	-30	-4	2	-20	16	-25	5	-31
CCNC(=S)N(Cc1cccs1)Cc1cc2cc(OCC)ccc2[nH]c1=O	7	-13	-1	-17	-7	3	76*	4	3	-9	3
COC(=O)c1c(C)[nH]c(C(=O)/C=C/c2ccccc2)c1C	-112	-97	-20	-11	-20	-26	25	7	-39	29	-62
O=C1CC(C(=O)Nc2ccccc2)C2(CCCC2)O1 (stereo not drawn)	11	7	19	-17	-32	0	-3	0	-26	4	31
O=C(NCc1ccccc1)C1CCN(S(=O)(=O)N2CCCCCC2)CC1	11	10	5	6	4	-4	-8	0	-7	2	-11
CC(C)(CNC(=O)c1ccc(NS(=O)(=O)c2ccc(Br)cc2)cc1)N1CCOCC1	13	-13	-1	-17	21	-2	7	-8	5	1	-27
COc1ccc(S(=O)(=O)N2CCC(C(N)=O)(N3CCCCC3)CC2)cc1	15	-16	-9	5	-13	14	9	9	-5	-2	11

Complete entries as entered above.
Record of COC(=O)c1c(C)[nH]c(C(=O)/C=C/c2ccccc2)c1C : LRH-1 inv ag = -112; NCOA1 inh = -97; LMP1 NFkB inh = -20; TROY NFkB inh = -11; CF NFkB block = -20; NR2F2 inh = -26; TWEAK-Fn14 inh = 25; KKLEB tox = 7; Shn3 inh set2 = -39; TRAIL sens C8 = 29; NCOA3 inh = -62
Record of Cc1cccc(N(C(=O)CNC(=O)c2ccco2)C(C(=O)NC2CCCC2)c2cccnc2)c1C (stereo not drawn) : LRH-1 inv ag = 10; NCOA1 inh = 9; LMP1 NFkB inh = 7; TROY NFkB inh = 22; CF NFkB block = -6; NR2F2 inh = 15; TWEAK-Fn14 inh = 49; KKLEB tox = 4; Shn3 inh set2 = 7; TRAIL sens C8 = 6; NCOA3 inh = 8
Record of O=C(NCc1ccccc1)C1CCN(S(=O)(=O)N2CCCCCC2)CC1 : LRH-1 inv ag = 11; NCOA1 inh = 10; LMP1 NFkB inh = 5; TROY NFkB inh = 6; CF NFkB block = 4; NR2F2 inh = -4; TWEAK-Fn14 inh = -8; KKLEB tox = 0; Shn3 inh set2 = -7; TRAIL sens C8 = 2; NCOA3 inh = -11

(cont.)
SMILES	LRH-1 inv ag	NCOA1 inh	LMP1 NFkB inh	TROY NFkB inh	CF NFkB block	NR2F2 inh	TWEAK-Fn14 inh	KKLEB tox	Shn3 inh set2	TRAIL sens C8	NCOA3 inh
COc1ccccc1CCC(=O)OCC(=O)Nc1cc(S(=O)(=O)N2CCOCC2)ccc1C	6	1	-3	-21	3	-27	3	-12	-8	-5	1
Cc1cc(C(=O)COC(=O)CNC(=O)c2ccco2)c(C)n1Cc1ccco1	-29	-10	-3	8	-2	-3	6	4	20	-7	-10
COc1ccc(OC)c(S(=O)(=O)N2CCN(c3ccccn3)CC2)c1	5	-20	2	4	15	12	-1	-9	16	-4	20
NC(=O)c1ccc(C(F)(F)F)n(Cc2ccc(F)c(F)c2)c1=O	7	3	3	4	7	7	24	0	-8	3	22
CCn1c(SCC(=O)Nc2ccc(NC(=O)c3ccco3)cc2)nnc1-c1cccs1	25	-26	-10	-27	-2	2	5	13	-5	-5	-20
O=C(O)c1ccc2c(c1)C(=O)/C(=C/c1ccccc1)C2=O	-3	-5	2	-31	-5	11	9	20	-12	-2	6
C=Cc1ccc(N=Cc2c(O)ccc3ccccc23)cc1	-40	-19	-4	7	0	-4	32	-1	9	-11	6
Cc1c(C(=O)Nc2ccc3c(c2)OCO3)oc2ccccc12	-100	-64	-62	-89	-19	-39	-24	-8	-94	37	-85
COc1ccc(C(N)c2csc(Nc3ccc(S(C)(=O)=O)cc3)n2)cc1 (stereo not drawn)	-8	5	/	4	-27	1	-14	0	6	-12	-30
Cc1ccc(N2C(=O)CC2(C#N)c2ccc(OCc3ccccc3)cc2)cc1 (stereo not drawn)	18	-11	3	-23	-2	16	1	1	-4	14	-10
CCC(C)(C)n1nnnc1CN(Cc1cc2cc(OC)ccc2[nH]c1=O)C1CCCC1	-4	5	0	-27	-6	4	0	13	-10	7	11
Cc1nn(C)c(C)c1S(=O)(=O)NCCc1ccc(Cl)cc1	-18	0	-3	-12	-11	-12	1	4	4	-5	2
COC(=O)C1CN(C(=O)COc2ccccc2C)c2ccccc2O1 (stereo not drawn)	17	1	/	-4	-5	6	-14	0	-3	2	-7
C[C@H](NC(=O)[C@@H]1CCCN1C(=O)[C@@H]1CCCN1C(=O)c1ccccc1)c1ccccc1	9	/	/	6	/	-2	-3	/	/	3	/
COc1cc(CNCCO)cc(Cl)c1OCc1ccc(Cl)cc1Cl	-13	-21	-1	0	13	-24	-12	-14	11	3	20
Cn1ncc(N=Cc2ccccc2O)c1C(=O)Nc1ccccc1	-24	-3	-2	5	4	4	7	-10	1	-2	8
C=CCC1(/C=N/O)CCOC(C)(C)C1 (stereo not drawn)	14	10	-3	12	-6	-5	-8	14	-4	7	19
Cc1cc(C(=O)OCC(=O)NCCCN2CCCC2=O)c2ccccc2n1	-14	4	8	7	-23	14	-17	-4	-18	-5	0
CCc1nc2c(OCc3ccc(Cl)cc3)cccn2c1N(C)C(=O)c1ccncc1	0	6	/	3	-22	2	9	11	3	-9	7
O=C(Nc1c(-c2ccccc2)nc2ccccn12)c1ccccc1F	19	-7	12	10	-22	3	6	6	-7	-12	-6
O=C(NCc1ccccn1)[C@@H]1CCCN1C(=O)[C@@H]1CCCN1C(=O)c1ccccc1	-12	/	/	6	/	2	7	/	/	-14	/
Cc1ccc2[nH]cc(C(=O)CN3CCN(c4ccccc4F)CC3)c2c1	1	3	-7	15	-1	21	-10	-8	-11	43	-6
CCc1ccccc1N(C(=O)c1snc(C(N)=O)c1N)C(C(=O)NCC1CCCO1)c1ccc(N(C)C)cc1 (stereo not drawn)	-3	-2	-2	3	2	5	10	1	14	0	1
COCCn1ccc2c(OCC(=O)NCc3ccc(C)cc3)cccc2c1=O	-2	16	-7	8	16	-12	-14	-25	9	0	2
CN(CC(=O)Nc1ccccc1Cl)C1CCCCC1	22	10	-4	-5	5	0	10	2	0	9	-2
Cc1ccc(Cn2c(SCC(=O)NCC3CCCO3)nc3ccsc3c2=O)cc1 (stereo not drawn)	0	14	0	-14	23	-5	14	-14	21	-2	9
Clc1ccc(-c2c[n+](Cc3ccc(Br)cc3)c3n2CCCCC3)cc1	14	17	9	24	-15	8	0	-5	-4	19	24

Reprinted at random: 5 entries already listed
SMILES	LRH-1 inv ag	NCOA1 inh	LMP1 NFkB inh	TROY NFkB inh	CF NFkB block	NR2F2 inh	TWEAK-Fn14 inh	KKLEB tox	Shn3 inh set2	TRAIL sens C8	NCOA3 inh
CC(=O)Nc1ccc(C(=O)Nc2cccc(S(=O)(=O)NC3=NCCC3)c2)cc1	-14	-20	8	9	4	-6	-2	-3	1	-7	0
Cc1cc(C(=O)COC(=O)CNC(=O)c2ccco2)c(C)n1Cc1ccco1	-29	-10	-3	8	-2	-3	6	4	20	-7	-10
Cc1oc2ccc(NS(=O)(=O)c3ccc(C(C)(C)C)cc3)cc2c1C(=O)Nc1ccccc1	-25	-21	4	9	-3	-13	9	6	24	9	4
Cc1nn(C)c(C)c1S(=O)(=O)NCCc1ccc(Cl)cc1	-18	0	-3	-12	-11	-12	1	4	4	-5	2
C=CCC1(/C=N/O)CCOC(C)(C)C1 (stereo not drawn)	14	10	-3	12	-6	-5	-8	14	-4	7	19
